# Compound activity deposited in PubChem by Sanford-Burnham Center for Chemical Genomics.
# H9c2 TAG inh: inhibitors of triacylglycerol accumulation, primary screen, cell-based, uHTS, fluorescence, H9c2; H9c2 cells, Nile Red lipid (TAG) fluorescence; cells loaded with 200 µM oleic acid; inhibition, % at 12.5 µM; 230,000 compounds, 0.66% hits; AID 651582, 2012;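 active = pattern-corrected inhibition of lipid staining of at least 50% with the nuclear-stain viability signal not falling by more than 50%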;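 also: 0% = DMSO wells and 100% = triacsin C control wells; some results filed as inactive read as strong as hits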
# H9c2 TAG inh DAPI viability: second read-out of H9c2 TAG inh, no call of its own (marks repeat the call); DAPI nuclei signal change (viability), lower = more cytotoxic, %;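 whole-well DAPI fluorescence read on a plate reader as a viability signal; minus 50 percent equals half of cells still viable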
# Starred values were filed as active, the others as inactive. Only part of the results is shown; the hit share may differ from the screen's.
SMILES,H9c2 TAG inh,H9c2 TAG inh DAPI viability
CC(C)Oc1ccc(S(=O)(=O)N2CCCCC2)cc1NC(=O)C1=NN(c2ccccc2)C(=O)CC1,24.8,-9.7
Cc1ccc(C(=O)NCC(=O)OCc2cccc(Br)c2)cc1,-6.5,0.5
Cc1ccc(C(=O)ON=C2CCN(c3ccc([N+](=O)[O-])cc3)CC2)cc1,-4.3,8.8
O=C(CSc1ccc(-c2cccs2)nn1)Nc1ccccc1F,-17.5,-4.6
Cc1ccc(NC(=S)Nc2cc(-c3ccccc3)[nH]n2)cc1Cl,2.6,10.7
CCCCCC(=O)Nc1cccc(C2=NOC3(C2)C[C@H](C(N)=O)N(C(=O)c2ccccc2C(=O)c2ccccc2)C3)c1 (stereo not given in full),5.4,-6.0
O=C1N(c2ccccc2)C(=Nc2ccccc2)SC12CC2,-4.9,3.6
CCOc1ccc(Br)cc1S(=O)(=O)Nc1cccc(S(=O)(=O)Nc2ccccc2C(=O)O)c1,-3.8,2.0
CC(=O)c1c(C(C)=O)c(C)n(NC(=O)c2ccncc2)c1C,4.9,-8.9
COC(=O)[C@]1(C)N[C@H](CN(C)C(=O)c2ccc(C)cc2)[C@@H]2C(=O)N(Cc3ccccc3)C(=O)[C@@H]21,-5.2,-4.1
Cc1c(NC(=S)NC(=O)c2ccc(COc3ccccc3)cc2)cccc1C(=O)O,21.1,-2.3
CC1(c2ccc([N+](=O)[O-])cc2)NC(=O)N(CC(=O)c2ccc3c(c2)OCO3)C1=O (stereo not given),7.2,4.9
O=[N+]([O-])c1ccccc1N=Nc1ccc(O)cc1,-7.0,-6.2
Cc1cnc(C(=O)OCC(=O)Nc2ccccc2-c2ccccc2)cn1,12.4,-1.1
OC(c1cc(F)cc(Cl)c1)c1ncc(-c2ccccc2Cl)[nH]1 (stereo not given),-17.0,11.2
O=C(CSc1nnc(Cn2nnc3ccccc32)o1)N(Cc1ccc(Cl)cc1)c1ccccc1,-60.0,-2.5
COC(=O)Cc1cccc2c(=O)c3ccccc3oc12,4.9,-4.0
COc1cc(NC(C)CCCN)c2ncccc2c1 (stereo not given),14.9,-10.9
O=C(NCCC1=CCCCC1)c1ccc2c(=O)n3c(nc2c1)CCCCC3,-1.8,0.0
CCN(CC)S(=O)(=O)c1ccc2oc(C(=O)NCc3ccc(F)cc3)c(C)c2c1,14.5,-8.5
CCNC(=O)C/C(C)=N/NC(=O)C(=O)Nc1ccc(CC)cc1,15.2,-4.2
CS(=O)(=O)c1ccc2nc(NC(=O)c3ccco3)sc2c1,-2.1,8.2
CCCSc1nsc(NC(=O)CC)n1,-14.7,0.6
CNC(=O)c1ccccc1NC(=O)c1ccco1,-3.5,7.8
COCCn1c(SCC(=O)NCC(c2ccccc2)N(C)C)nc2sc3c(c2c1=O)CCC3 (stereo not given),10.4,4.4
CCCNC(=O)C1(C)CCN(Cc2ccc3ccccc3c2Br)C1 (stereo not given),-3.3,-1.3
CCOc1ccc(-c2cccc(NC(=O)c3ccco3)c2)nn1,6.7,-0.5
Cn1c(C(=O)N2CCC(C(N)=O)CC2)cc2c(=O)n(C)c3ccccc3c21,-4.2,11.1
CCOP(=O)(c1c(F)c(F)c(F)c(F)c1F)C(O)c1ccccc1 (stereo not given),5.0,7.4
O=c1c(C=Nc2cccc(C(F)(F)F)c2)c[nH]n1-c1cccc(Cl)n1,1.1,-17.7
Cc1cccnc1NC(=O)c1ccc(NS(=O)(=O)c2ccc3[nH]c(=O)[nH]c3c2)cc1,-9.8,-4.0
Cc1onc(-c2ccccc2)c1C(=O)OCC(=O)Nc1ccc(C#N)cc1,-21.5,6.6
COc1ccc(N2CCN(C(=O)c3ccc4c(c3)OCO4)CC2)cc1,-12.8,-1.4
CC(=O)OCC1=C(C(=O)O)N2C(=O)C(NC(=O)Cn3nc(C(F)F)c(Cl)c3C)C2SC1 (stereo not given),-7.5,-2.8
O=C(Nc1nccs1)C1(c2ccc(Cl)cc2)CC1,-27.8,14.1
COc1ccc(Cl)cc1C1=NOC2(CCC2)C(=O)N1Cc1cccc(C#N)c1,-8.9,-3.7
Cc1c(Cl)c([N+](=O)[O-])nn1CC(=O)NCc1cccnc1,7.3,-7.7
CN(/C(=N\S(=O)(=O)c1ccccc1)C(F)(F)F)c1ccccc1,-0.6,-17.7
COc1ccc(-c2c(-c3ccsc3)oc(=O)c3cc(OC)c(OC)cc23)cc1,16.8,-3.5
O=C(CN1C(=O)CSc2ccc(S(=O)(=O)N3CCOCC3)cc21)NCCc1ccccc1,-9.3,-1.5
O=C1C=C(N(CCO)Cc2ccccc2)c2ccccc2C1=O,-0.4,10.1
Cc1ccc(Cn2c(SCC(=O)Nc3cc(C)on3)nc3ccccc3c2=O)cc1,-1.4,1.3
O=C1C[C@@H]2c3c(cccc3CN1Cc1ccc(Cl)cc1)C[C@@H](O)[C@H]2O,16.7,4.3
Cn1c(=O)[nH]c(=O)c2c1nc(N1CCN(C(=O)c3ccco3)CC1)n2CCCSc1ncccn1,6.5,0.4
CSc1nsc(SC)c1CO,-2.9,4.2
Brc1ccccc1OCCOc1cccc2cccnc12,-21.3,8.3
Cc1cc(Cl)ccc1OCC(=O)Nc1nc(-c2cccnc2)cs1,-9.7,10.6
COc1ccc(CNC(=S)N2CCN(S(=O)(=O)c3cccc(F)c3)CC2)cc1,-10.8,10.1
NC(=O)c1ccc(C(F)(F)F)n(Cc2ccc(F)c(F)c2)c1=O,10.3,-0.9
Cc1cccc(NC(=S)N2CCCCC2c2cccnc2)c1C (stereo not given),5.1,-6.2
CC(=O)Nc1ccc(C(=O)OCC(=O)NC2CCCCCCC2)cc1,-1.0,-3.4
O=C(N[C@@H](Cc1ccccc1)C(=O)OCc1ccccc1)c1nc[nH]c1C(=O)N[C@@H](Cc1ccccc1)C(=O)OCc1ccccc1,-3.5,-1.9
O=c1c2ccccc2sn1-c1cccc(Cl)c1,9.8,2.0
CCCCNC(=O)c1c(O)c2cccc3c2n(c1=O)CCC3,0.3,-4.6
CCOc1cc2[nH]c(=O)n(CCCCC(=O)NC3CCCCCC3)c(=O)c2cc1OCC,19.7,7.4
Cc1c(C(=O)NCc2ccc3c(c2)OCO3)oc2ccc(S(=O)(=O)N3CCC(C)CC3)cc12,-9.9,-3.2
CNc1cncc(-c2ccoc2)n1,6.7,10.4
c1cc2c(cc1-c1[nH]ncc1CN1CC3C[C@@H]4CC1C[C@H](C3)C4)OCO2,4.2,3.4
COc1ccc(Oc2cc(C)nc(Cl)n2)nn1,19.2,3.7
COc1cc(OC)cc(C(=O)Nc2ccc(S(=O)(=O)Nc3ncccn3)cc2)c1,1.1,2.4

# Ordered by formula weight (descending): 18 of the compounds above.
SMILES,H9c2 TAG inh,H9c2 TAG inh DAPI viability
O=C(N[C@@H](Cc1ccccc1)C(=O)OCc1ccccc1)c1nc[nH]c1C(=O)N[C@@H](Cc1ccccc1)C(=O)OCc1ccccc1,-3.5,-1.9
Cn1c(=O)[nH]c(=O)c2c1nc(N1CCN(C(=O)c3ccco3)CC1)n2CCCSc1ncccn1,6.5,0.4
O=C(CN1C(=O)CSc2ccc(S(=O)(=O)N3CCOCC3)cc21)NCCc1ccccc1,-9.3,-1.5
Cc1c(C(=O)NCc2ccc3c(c2)OCO3)oc2ccc(S(=O)(=O)N3CCC(C)CC3)cc12,-9.9,-3.2
CCOc1cc2[nH]c(=O)n(CCCCC(=O)NC3CCCCCC3)c(=O)c2cc1OCC,19.7,7.4
COc1ccc(CNC(=S)N2CCN(S(=O)(=O)c3cccc(F)c3)CC2)cc1,-10.8,10.1
COc1cc(OC)cc(C(=O)Nc2ccc(S(=O)(=O)Nc3ncccn3)cc2)c1,1.1,2.4
Cc1cc(Cl)ccc1OCC(=O)Nc1nc(-c2cccnc2)cs1,-9.7,10.6
O=C1C[C@@H]2c3c(cccc3CN1Cc1ccc(Cl)cc1)C[C@@H](O)[C@H]2O,16.7,4.3
c1cc2c(cc1-c1[nH]ncc1CN1CC3C[C@@H]4CC1C[C@H](C3)C4)OCO2,4.2,3.4
Brc1ccccc1OCCOc1cccc2cccnc12,-21.3,8.3
NC(=O)c1ccc(C(F)(F)F)n(Cc2ccc(F)c(F)c2)c1=O,10.3,-0.9
Cc1cccc(NC(=S)N2CCCCC2c2cccnc2)c1C (stereo not given),5.1,-6.2
O=C1C=C(N(CCO)Cc2ccccc2)c2ccccc2C1=O,-0.4,10.1
CCCCNC(=O)c1c(O)c2cccc3c2n(c1=O)CCC3,0.3,-4.6
O=c1c2ccccc2sn1-c1cccc(Cl)c1,9.8,2.0
CSc1nsc(SC)c1CO,-2.9,4.2
CNc1cncc(-c2ccoc2)n1,6.7,10.4

# Looked up by compound from the list above, two records:
SMILES,H9c2 TAG inh,H9c2 TAG inh DAPI viability
O=c1c2ccccc2sn1-c1cccc(Cl)c1,9.8,2.0
Cc1c(C(=O)NCc2ccc3c(c2)OCO3)oc2ccc(S(=O)(=O)N3CCC(C)CC3)cc12,-9.9,-3.2

# The results go on.
SMILES,H9c2 TAG inh,H9c2 TAG inh DAPI viability
O=S(=O)(c1ccc(Cl)cc1)N1c2ccccc2Oc2nc3ccccc3nc21,-12.0,-7.1
CC(C)(C)N(Cc1ccccc1)C(=O)c1cccs1,-11.3,3.7
O=C(CSc1nnnn1Cc1ccccc1)Nc1ccccc1,1.8,-5.0
Cc1nc2c(C)cccn2c1/C(O)=C1\C(=O)C(=O)N(CCN(C)C)C1c1ccco1 (stereo not given),8.6,-9.4
CS(C)(=O)=NS(=O)(=O)c1ccc(Cl)cc1,5.7,6.2
O=C1c2oc3ccccc3c(=O)c2C(c2cccnc2)N1Cc1ccco1 (stereo not given),-6.7,7.4
COc1ccc(C)cc1NC(=O)CN1CCN(c2ccccc2F)CC1,-195.9,4.9
Cc1cc(C)cc(OCC(=O)N(Cc2ccco2)c2c(N)n(Cc3ccccc3)c(=O)[nH]c2=O)c1,-11.8,11.5
COc1ccccc1N1CCN(C(=O)C2CCN(C(=O)c3ccccc3Cl)CC2)CC1,8.6,-0.8
CCC1(CC)N([O-])C(C)=C(c2ccccc2)[N+]1=O,15.0,-1.7
Cc1ccc(-c2nnc(-c3cc(C)on3)o2)cc1,6.4,1.6
Cn1c(=O)[nH]c(=O)c2c1nc(Br)n2Cc1ccccc1F,-4.9,0.1
CCCCCCn1c(=O)n2n(c1=O)[C@@H]1CN(S(=O)(=O)c3ccc(C)cc3)C[C@]1(O)[C@@H](OC(=O)NC1CCCC1)C2,18.5,-10.2
C=CCn1cc(C(=O)OCC)c(=O)c2cc(F)c(F)cc21,4.7,1.5
Clc1ccc(-c2onc3c2CCCC3)cc1,1.3,-7.6
CC1(C)COC(c2ccccc2Cl)OC1,11.4,5.1
NS(=O)(=O)c1ccc(CNC(=O)c2cc(S(=O)(=O)N3CCOCC3)ccc2N2CCCC2)cc1,-0.1,-4.7
CC(C)N(C(=O)[C@H]1CC(CC(=O)NCCN2CCOCC2)C(=O)N2CCc3c([nH]c4ccccc34)[C@]12C)C(C)C (stereo not given in full),3.5,-4.5
CCN(CC)c1ccc(C(=O)OCC(=O)NC2CCCCC2C)cc1 (stereo not given),14.2,0.3
Fc1ccc(-c2csc(=S)[nH]2)cc1,-7.5,5.0
CCN(Cc1ccncc1)C(=O)CSc1ccc2ccccc2c1,-9.8,3.2
O=C(COC(=O)c1cc2ccccc2o1)NCc1ccco1,-10.1,-4.4
COc1ccc(-c2cc(C#N)nc(Oc3ccc(Cl)cc3)n2)cc1,-52.6,62.7
CCOc1ccc(NC(=O)CN(C)Cc2cc(=O)n3c(-c4ccccc4)csc3n2)cc1OCC,-3.3,1.9
COc1ccc(C2C(C(=O)Nc3ccc4c(c3)OCCO4)c3ccccc3C(=O)N2C)cc1 (stereo not given),-8.5,-1.6
CCc1nnc(NC(=O)C(NS(=O)(=O)c2ccc3c(c2)OCCO3)C(C)C)s1 (stereo not given),-11.7,0.0
O=C(c1cccc(S(=O)(=O)N2CCc3ccccc32)c1)N1CCc2ccccc2C1,-46.5,-3.3
Cc1cccc(NC(=S)NC2CC3C=CC2C3)c1 (stereo not given),-9.2,0.7
COCc1cc(C)nc(SCC(=O)NC2CCCCC2C)c1C#N (stereo not given),-5.5,-1.7
COc1ccc(-c2cnc3c(NC=O)cc(-c4ccccc4OC)cn23)cc1OC,41.9,-39.5
CCc1ccc(-c2nc(SCC(=O)N(CC)C3CCS(=O)(=O)C3)n[nH]2)cc1 (stereo not given),10.3,2.3
Cc1cc(Cl)ccc1OCCNC(=S)NC(=O)c1cccnc1,-5.3,5.8
COc1ccc(-n2c(-c3ccc(C(C)(C)C)cc3)n[nH]c2=S)c(OC)c1,-3.9,1.8
COc1cc(/C=N/Nc2ccc(Cl)c(C(=O)O)c2)ccc1OC(=O)c1ccco1,-18.5,1.5
Cc1ccc(C)c(S(=O)(=O)N(C)Cc2cccs2)c1,-8.3,-1.9
CCSc1n[nH]c2nc3c(c(=O)n12)C1(CCCC1)Cc1ccccc1-3,1.5,9.9
